V1aR counter: counter-screen for oxytocin receptor agonists: human V1a receptor agonists; AID 2797; 320,000 compounds, 0.25% hits; activation, % at 3 µM; CHO-V1R cells, Fluo-8 calcium fluorescence, agonist mode; 0% DMSO, 100% 3 nM vasopressin; P37288;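 active = activation above the mean activation of all tested compounds plus 3 SD, per screening run, cut at about 20% in these data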;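 also: signal is peak over basal fluorescence ratio across a 100 second FLIPR read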
Target sequence (P37288 whole entry, looked up): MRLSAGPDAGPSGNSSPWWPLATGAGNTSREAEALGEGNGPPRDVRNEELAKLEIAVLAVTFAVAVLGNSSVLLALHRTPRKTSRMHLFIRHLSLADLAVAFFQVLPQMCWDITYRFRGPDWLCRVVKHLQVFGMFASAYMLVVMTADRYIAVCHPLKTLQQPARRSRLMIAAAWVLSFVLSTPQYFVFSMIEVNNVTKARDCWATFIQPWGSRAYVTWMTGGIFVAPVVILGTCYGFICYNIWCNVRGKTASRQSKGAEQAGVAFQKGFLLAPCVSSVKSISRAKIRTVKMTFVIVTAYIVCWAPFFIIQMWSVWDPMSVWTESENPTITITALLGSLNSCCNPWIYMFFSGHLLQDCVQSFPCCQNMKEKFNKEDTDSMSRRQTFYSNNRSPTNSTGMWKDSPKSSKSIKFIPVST
DNA FID counter: displaces DNA intercalator in HCV helicase counter-screen; 290,000 compounds, 0.17% hits; DNA fluorescent intercalator displacement, fluorescence; inhibition, % at 7.9 µM; in the data active = inhibition above about 37%;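 also: 0% = vehicle and 100% = reference compound; higher means more ethidium bromide displaced from hairpin DNA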
GalR3 antagonist: human GalR3 antagonism; HEK293 GalR3-CNG cAMP membrane potential fluorescence; galR3 body fused to GalR1 C-terminus; O60755; inhibition, % at 3 µM; 360,000 compounds, 0.44% hits;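 active = inhibition above the screen-wide average plus 3 SD, cut at about 13% in these data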;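 also: forskolin and galanin both at EC90 stimulate the cells; cAMP rise reported by CNG channel membrane potential dye signal; 0% = forskolin plus galanin with DMSO and 100% = forskolin alone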
IMP-1 inhibitor: inhibitors of Pseudomonas aeruginosa IMP-1 metallo-beta-lactamase. 290,000 compounds, 0.45% hits. purified IMP-1, nitrocefin hydrolysis, epi-absorbance fluorescence. inhibition, % at 5.6 µM;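 active = inhibition above the mean plus 3 SD of all compounds in the same screening run, cut at about 4.5% in these data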;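 also: 0% = IMP-1 with DMSO and 100% = DMSO wells lacking enzyme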
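System: purified IMP-1; amount: IMP-1 0.2 nM before substrate addition; compound: single dose, 5.6 µM; times: 25 °C, 15 min preincubation, 25 min reaction; signal: Epi-absorbance via hydrolysed-nitrocefin quenching of white-plate fluorescence, 480/530 nm, EDTA stop; benchmarks: DMSO with and without IMP-1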
GPR7 antag: human neuropeptides B/W receptor 1 antagonism; GPR7-expressing cells, fluorescence antagonist assay; inhibition, % at 4.4 µM; P48145; 290,000 compounds, 1.1% hits; in the data active = inhibition above about 16%, passing the limit was not always enough;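 also: cells stimulated with the agonist NPW; 0% = agonist with vehicle and 100% = vehicle without agonist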
Target sequence (P48145 whole entry, looked up): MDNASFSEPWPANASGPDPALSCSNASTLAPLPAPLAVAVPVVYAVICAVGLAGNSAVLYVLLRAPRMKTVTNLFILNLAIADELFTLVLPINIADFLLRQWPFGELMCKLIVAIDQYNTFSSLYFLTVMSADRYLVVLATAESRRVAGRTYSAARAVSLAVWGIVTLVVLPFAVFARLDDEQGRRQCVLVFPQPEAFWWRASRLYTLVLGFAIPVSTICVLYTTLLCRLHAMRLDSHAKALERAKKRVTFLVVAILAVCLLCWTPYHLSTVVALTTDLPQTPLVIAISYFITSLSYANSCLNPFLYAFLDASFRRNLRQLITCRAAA
OXTR ag: activates the human oxytocin receptor; P30559; CHO-OTR cells, Fluo-8 calcium fluorescence; normalized: DMSO 0%, oxytocin 100%; activation, % at 3 µM; 320,000 compounds, 0.32% hits;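 active = activation above the mean of all tested compounds plus 3 SD, cutoff set per screening run, cut at about 20% in these data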;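 also: peak over basal fluorescence ratio from a 100 s FLIPR kinetic read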
HCV NS3 hel inh: HCV NS3 helicase inhibition. inhibition, % at 10.9 µM. NS3 helicase DNA unwinding, Cy5 molecular beacon fluorescence. 290,000 compounds, 0.56% hits;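 active = inhibition above the mean of all tested compounds plus 3 SD, set per campaign, cut at about 35% in these data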;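 also: 0% = DMSO wells and 100% = thioflavine S control wells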
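Measured by: Cy5 fluorescence, 0 and 60 min reads / Assay system: NS3 helicase fragment of HCV / Control set: low DMSO, high thioflavine S at 110 µM / Times: 1 h reaction at 25 °C, ATP-initiated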
PHOSPHO1 block: inhibitors of human PHOSPHO1 phosphatase; Q8TCT1; recombinant PHOSPHO1, absorbance phosphatase assay; inhibition, % at 13.3 µM; 290,000 compounds, 1.1% hits; AID 1565; in the data active = inhibition above about 60%
Target sequence (Q8TCT1 whole entry, looked up): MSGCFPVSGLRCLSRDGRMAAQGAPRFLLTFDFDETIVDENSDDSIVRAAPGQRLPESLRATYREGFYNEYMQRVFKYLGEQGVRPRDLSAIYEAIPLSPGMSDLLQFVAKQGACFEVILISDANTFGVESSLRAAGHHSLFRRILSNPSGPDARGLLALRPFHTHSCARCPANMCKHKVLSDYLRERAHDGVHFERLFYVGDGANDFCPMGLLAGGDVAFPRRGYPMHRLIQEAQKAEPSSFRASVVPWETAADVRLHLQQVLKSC
VIM-2 inh: inhibitors of Pseudomonas aeruginosa VIM-2 metallo-beta-lactamase | purified VIM-2, nitrocefin hydrolysis, epi-absorbance fluorescence | inhibition, % at 5.6 µM | 290,000 compounds, 0.89% hits | AID 1527;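 active = inhibition above the mean of all tested compounds plus 3 SD, cutoff set per screening run, cut at about 7.5% in these data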;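 also: red hydrolysis product quenches plate fluorescence so inhibitors raise well fluorescence; 0% = enzyme with DMSO and 100% = DMSO without enzyme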
The depositor's hits bear a star.

The first 4 records as a preview:
For COc1ccccc1-c1csc(NC(=O)c2cc(-c3cccs3)nc3ccccc23)n1 the results were V1aR counter 0.0, DNA FID counter -1, GalR3 antagonist 1, IMP-1 inhibitor -4.3, GPR7 antag -8, OXTR ag -0.4, HCV NS3 hel inh 7, PHOSPHO1 block 7 and VIM-2 inh -4.7.
For NC(=O)NC(=O)COC(=O)c1cccnc1Nc1ccccc1F the results were V1aR counter 1.7, DNA FID counter 1, GalR3 antagonist -5, IMP-1 inhibitor -0.6, GPR7 antag -12, OXTR ag 0.1, HCV NS3 hel inh -1, PHOSPHO1 block -1 and VIM-2 inh 0.7.
`CCCNC(=O)Nc1cc(OCC)c(N2CCOCC2)cc1OCC` gave V1aR counter 0.7, DNA FID counter -6, GalR3 antagonist 1, IMP-1 inhibitor -2.1, GPR7 antag -14, OXTR ag 1.8, HCV NS3 hel inh 3, PHOSPHO1 block 7 and VIM-2 inh -0.2.
For Cc1onc(-c2ccccc2)c1C(=O)c1ccccc1 the results were V1aR counter -1.6, DNA FID counter -7, GalR3 antagonist -6, IMP-1 inhibitor -1.6, GPR7 antag -5, OXTR ag -2.6, HCV NS3 hel inh -3, PHOSPHO1 block 29 and VIM-2 inh 0.2.

All compounds of this part, previewed entries included:
For COc1ccccc1-c1csc(NC(=O)c2cc(-c3cccs3)nc3ccccc23)n1 the results were V1aR counter 0.0, DNA FID counter -1, GalR3 antagonist 1, IMP-1 inhibitor -4.3, GPR7 antag -8, OXTR ag -0.4, HCV NS3 hel inh 7, PHOSPHO1 block 7 and VIM-2 inh -4.7.
For NC(=O)NC(=O)COC(=O)c1cccnc1Nc1ccccc1F the results were V1aR counter 1.7, DNA FID counter 1, GalR3 antagonist -5, IMP-1 inhibitor -0.6, GPR7 antag -12, OXTR ag 0.1, HCV NS3 hel inh -1, PHOSPHO1 block -1 and VIM-2 inh 0.7.
`CCCNC(=O)Nc1cc(OCC)c(N2CCOCC2)cc1OCC` gave V1aR counter 0.7, DNA FID counter -6, GalR3 antagonist 1, IMP-1 inhibitor -2.1, GPR7 antag -14, OXTR ag 1.8, HCV NS3 hel inh 3, PHOSPHO1 block 7 and VIM-2 inh -0.2.
For Cc1onc(-c2ccccc2)c1C(=O)c1ccccc1 the results were V1aR counter -1.6, DNA FID counter -7, GalR3 antagonist -6, IMP-1 inhibitor -1.6, GPR7 antag -5, OXTR ag -2.6, HCV NS3 hel inh -3, PHOSPHO1 block 29 and VIM-2 inh 0.2.
For COc1ccc(C2OC[C@H]3O[C@H](O)[C@H](NC(C)=O)[C@@H](O)[C@@H]3O2)cc1 (stereo partly specified) the results were DNA FID counter 2, GalR3 antagonist -5, IMP-1 inhibitor -2.1, GPR7 antag -2, HCV NS3 hel inh 4, PHOSPHO1 block 29 and VIM-2 inh -3.6.
CNc1ccncc1S(=O)(=O)NC was read as V1aR counter 0.9, DNA FID counter 3, GalR3 antagonist 1, IMP-1 inhibitor -2.3, GPR7 antag -8, OXTR ag -0.5, HCV NS3 hel inh -13, PHOSPHO1 block 7 and VIM-2 inh -4.4.
For O=C(Nc1cccc2ncccc12)c1ccc2c(c1)OCCO2 the results were V1aR counter 1.2, DNA FID counter -4, GalR3 antagonist 8, IMP-1 inhibitor -2.3, GPR7 antag -14, OXTR ag 0.2, HCV NS3 hel inh -2, PHOSPHO1 block 3 and VIM-2 inh -2.8.
`COc1ccc(S(=O)(=O)NCCOc2ccccc2)cc1F` gave V1aR counter 1.3, DNA FID counter -7, GalR3 antagonist -4, IMP-1 inhibitor -1.5, GPR7 antag -6, OXTR ag 1.0, HCV NS3 hel inh -13, PHOSPHO1 block 33 and VIM-2 inh -0.6.
Screening COc1ccccc1C(=O)N1CCNC(=O)C1CC(=O)Nc1ccc(Cl)cc1 (stereo unspecified) returned V1aR counter 0.1, DNA FID counter -7, GalR3 antagonist 3, IMP-1 inhibitor -2.5, GPR7 antag -11, OXTR ag -0.9, HCV NS3 hel inh 9, PHOSPHO1 block 26 and VIM-2 inh -2.2.
`O=C(Nc1ccc(O)cc1C(=O)O)c1ccc2c(c1)C(=O)N(Cc1ccco1)C2=O` gave V1aR counter 0.3, DNA FID counter -20, GalR3 antagonist -3, IMP-1 inhibitor -3.2, GPR7 antag -12, OXTR ag -0.7, HCV NS3 hel inh 15, PHOSPHO1 block -3 and VIM-2 inh 0.7.
For COc1ccccc1C1NC(=O)CCC1[N+](=O)[O-] (stereo unspecified) the results were V1aR counter 0.5, DNA FID counter 0, GalR3 antagonist -7, IMP-1 inhibitor -2.1, GPR7 antag -6, OXTR ag 0.3, HCV NS3 hel inh 5 and VIM-2 inh -1.8.
`CC1CCCC/C1=N\NC(=S)Nc1ccccc1` (stereo unspecified) gave V1aR counter -1.2, DNA FID counter -4, GalR3 antagonist 4, IMP-1 inhibitor -4.1, GPR7 antag -10, OXTR ag -1.6, HCV NS3 hel inh -3, PHOSPHO1 block 1 and VIM-2 inh -0.2.
Screening Cc1ccc(OCC(O)Cn2c3ccccc3c3ccccc32)cc1 (stereo unspecified) returned V1aR counter -0.2, DNA FID counter 1, GalR3 antagonist -1, IMP-1 inhibitor -2.0, GPR7 antag -26, OXTR ag -0.8, HCV NS3 hel inh -9, PHOSPHO1 block 12 and VIM-2 inh -1.4.
COCCn1cnc2c1c(=O)n(CC(=O)NN)c(=O)n2Cc1ccccc1 was read as V1aR counter 1.1, DNA FID counter -28, GalR3 antagonist -10, IMP-1 inhibitor -4.0, GPR7 antag -7, OXTR ag 0.5, HCV NS3 hel inh -10, PHOSPHO1 block 16 and VIM-2 inh -2.8.
Cc1cccc(N(C(=O)CNC(=O)c2ccco2)C(C(=O)NC2CCCC2)c2ccncc2)c1 (stereo unspecified) was read as V1aR counter 0.4, DNA FID counter -25, GalR3 antagonist 0, IMP-1 inhibitor -1.5, GPR7 antag -8, OXTR ag -0.3, HCV NS3 hel inh -4, PHOSPHO1 block 13 and VIM-2 inh -2.9.
Screening O=C(CCc1ccccc1)N1CCN(c2ccccc2F)CC1 returned V1aR counter -0.5, DNA FID counter -19, GalR3 antagonist -1, IMP-1 inhibitor -3.7, GPR7 antag -11, OXTR ag -0.4, HCV NS3 hel inh 13, PHOSPHO1 block 20 and VIM-2 inh -2.4.
O=C(COc1ccccc1)Nc1ccc(S(=O)(=O)Nc2ccccn2)cc1 was read as V1aR counter 3.6, DNA FID counter -14, GalR3 antagonist -9, IMP-1 inhibitor -4.2, GPR7 antag -12, OXTR ag 3.5, HCV NS3 hel inh 4, PHOSPHO1 block 19 and VIM-2 inh -4.8.
`CC(C)CC(=O)Nc1cccc(NC(=O)c2ccccc2Cl)c1` gave V1aR counter 0.2, DNA FID counter -6, GalR3 antagonist -3, IMP-1 inhibitor -0.4, GPR7 antag -4, OXTR ag -0.8, HCV NS3 hel inh 6, PHOSPHO1 block 8 and VIM-2 inh -3.0.
N=c1n(Cc2ccc(Cl)cc2)c2ccccc2n1CC(O)c1ccco1 (stereo unspecified) was read as V1aR counter 9.6, DNA FID counter 24, GalR3 antagonist -8, IMP-1 inhibitor -4.4, GPR7 antag 12, OXTR ag 9.1, HCV NS3 hel inh -39, PHOSPHO1 block 15 and VIM-2 inh -2.9.
Screening O=C(CSc1cccc2cccc(Cl)c12)NC1=NCCS1 returned V1aR counter -1.2, DNA FID counter 0, GalR3 antagonist 0, IMP-1 inhibitor -3.6, GPR7 antag 3, OXTR ag -0.6, HCV NS3 hel inh 8, PHOSPHO1 block -16 and VIM-2 inh -2.1.
`COc1ccc(C(C(=O)NC2CCCCC2)N(C(=O)Cc2c[nH]c3ccccc23)c2ccccc2)cc1OC` (stereo unspecified) gave V1aR counter 0.7, DNA FID counter 2, GalR3 antagonist -3, IMP-1 inhibitor -1.4, GPR7 antag -6, OXTR ag -0.8, HCV NS3 hel inh -4, PHOSPHO1 block 1 and VIM-2 inh -1.2.
COc1ccc(NC(=O)Cn2nnc(C(=O)NCc3ccc(C)cc3)c2N)cc1OC was read as V1aR counter 0.2, DNA FID counter -15, GalR3 antagonist 0, IMP-1 inhibitor -2.6, GPR7 antag -6, OXTR ag -1.8, HCV NS3 hel inh 4, PHOSPHO1 block -25 and VIM-2 inh -1.5.
`CN1CCC(N(C)C(=O)CNC(=O)c2ccc(C(C)(C)C)cc2)CC1` gave V1aR counter -0.7, DNA FID counter 2, GalR3 antagonist 2, IMP-1 inhibitor -0.9, GPR7 antag -15, OXTR ag 0.4, HCV NS3 hel inh 5, PHOSPHO1 block -26 and VIM-2 inh -4.7.
Cc1nn(C(C)C(=O)NCCc2cccs2)c(=O)c2nn(-c3ccccc3)c(C)c12 (stereo unspecified) was read as V1aR counter 0.7, DNA FID counter -35, GalR3 antagonist -7, IMP-1 inhibitor -3.1, GPR7 antag -21, OXTR ag 0.6, HCV NS3 hel inh 3, PHOSPHO1 block 33 and VIM-2 inh -1.5.
COc1ccc(CCNC(=O)Cc2cc(OC)c(OC)cc2[N+](=O)[O-])cc1OC was read as V1aR counter 1.2, DNA FID counter -2, GalR3 antagonist -4, IMP-1 inhibitor -1.3, GPR7 antag -12, OXTR ag -0.6, HCV NS3 hel inh -3, PHOSPHO1 block 8 and VIM-2 inh -1.1.
For CCOc1cc(Cl)c(CNCCCN2CCOCC2)cc1OC the results were V1aR counter 1.1, DNA FID counter 14, GalR3 antagonist -9, IMP-1 inhibitor 0.0, GPR7 antag 3, OXTR ag 1.0, HCV NS3 hel inh 5, PHOSPHO1 block 13 and VIM-2 inh 1.6.
`O=C(NC1CCCc2c1cnn2-c1cc(F)cc(F)c1)c1cc[n+]([O-])cc1` (stereo unspecified) gave V1aR counter 2.5, DNA FID counter -11, GalR3 antagonist -3, IMP-1 inhibitor -1.7, GPR7 antag -13, OXTR ag -0.2, HCV NS3 hel inh 2, PHOSPHO1 block 58 and VIM-2 inh -0.1.
For CSc1ccccc1C(=O)NCCSC(C)(C)C the results were V1aR counter -0.7, DNA FID counter -6, GalR3 antagonist -3, IMP-1 inhibitor -3.1, GPR7 antag -5, OXTR ag -0.6, HCV NS3 hel inh 0, PHOSPHO1 block 16 and VIM-2 inh -3.9.
Screening Oc1ccc(CN2CCC(Cc3ccccc3)CC2)c2cccnc12 returned DNA FID counter -4, GalR3 antagonist -7, IMP-1 inhibitor -4.6, GPR7 antag -12, HCV NS3 hel inh -6, PHOSPHO1 block -18 and VIM-2 inh -2.7.
Cc1ccc(S(=O)(=O)N2CCN(S(=O)(=O)c3ccc(C)cc3)C2c2ccccc2)cc1 was read as V1aR counter -0.2, DNA FID counter -14, GalR3 antagonist -9, IMP-1 inhibitor -4.6, GPR7 antag 2, OXTR ag 1.1, HCV NS3 hel inh -8, PHOSPHO1 block 8 and VIM-2 inh -1.7.
For Cc1c(Cl)cccc1NC(=O)Nc1ccn(C)n1 the results were V1aR counter 1.9, DNA FID counter -5, GalR3 antagonist -2, IMP-1 inhibitor -2.4, GPR7 antag -9, OXTR ag 0.0, HCV NS3 hel inh -1, PHOSPHO1 block 7 and VIM-2 inh -0.9.

Compound activity as filed in PubChem BioAssay.
